From PubChem
TEAD-YAP block – TEAD-YAP interaction inhibition | HEK-TIYL cells, TEAD-Gal4/YAP UAS-luciferase luminescence | inhibition, % at 9.12 µM | 1.4% of 640,000 active | AID 1259422; in the data active = inhibition above about 32%;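 also: 0% = median of test compound wells and 100% = reference inhibitor wells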
MITF inh – inhibitors of human MITF | O75030 | AlphaScreen MITF homodimerization, bead proximity signal | inhibition, % at 2.6 µM | 0.91% of 650,000 active | AID 1259374; in the data active = inhibition above about 50%;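 also: 0% = vehicle wells with protein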
Target sequence (O75030 whole entry, looked up): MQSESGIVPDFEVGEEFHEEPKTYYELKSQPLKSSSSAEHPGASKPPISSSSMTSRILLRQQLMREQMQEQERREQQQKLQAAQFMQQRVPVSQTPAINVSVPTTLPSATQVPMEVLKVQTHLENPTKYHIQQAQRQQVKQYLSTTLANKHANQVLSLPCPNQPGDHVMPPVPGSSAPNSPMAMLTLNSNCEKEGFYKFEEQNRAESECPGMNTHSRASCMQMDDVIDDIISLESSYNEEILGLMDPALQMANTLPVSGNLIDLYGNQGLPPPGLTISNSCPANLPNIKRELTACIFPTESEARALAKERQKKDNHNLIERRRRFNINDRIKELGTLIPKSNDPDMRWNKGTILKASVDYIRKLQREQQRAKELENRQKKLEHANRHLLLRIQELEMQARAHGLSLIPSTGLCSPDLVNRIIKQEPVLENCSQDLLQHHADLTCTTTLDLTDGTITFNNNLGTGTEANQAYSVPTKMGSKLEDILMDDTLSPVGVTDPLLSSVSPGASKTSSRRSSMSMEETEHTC
GPR151 activ – activates the human receptor GPR151 | PathHunter beta-arrestin GPR151 cells, luminescence | Q8TDV0 | 1% of 650,000 active | AID 1508602 | activation, % at 11.2 µM; in the data active = activation above about 4.9%;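 also: 0% = median of compound wells and 100% = cells with positive control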
Target sequence (Q8TDV0 whole entry, looked up): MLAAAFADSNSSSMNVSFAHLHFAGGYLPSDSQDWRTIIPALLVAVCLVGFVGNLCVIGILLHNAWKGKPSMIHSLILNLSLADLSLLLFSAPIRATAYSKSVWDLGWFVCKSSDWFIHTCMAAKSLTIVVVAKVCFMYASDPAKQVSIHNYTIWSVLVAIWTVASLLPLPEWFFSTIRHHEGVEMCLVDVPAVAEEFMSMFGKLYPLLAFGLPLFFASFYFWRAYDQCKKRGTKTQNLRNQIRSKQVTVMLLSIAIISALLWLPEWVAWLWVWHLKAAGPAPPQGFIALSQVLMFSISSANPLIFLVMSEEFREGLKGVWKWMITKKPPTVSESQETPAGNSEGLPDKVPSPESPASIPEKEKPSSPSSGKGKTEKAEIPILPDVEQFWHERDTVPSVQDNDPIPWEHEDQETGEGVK
FBW7 activator – activators of human E3 ligase FBW7; Q969H0; AlphaScreen FBW7–phospho-cyclin E peptide binding, activator screen; normalized activity (activation), % at 26.1 µM; 0.13% of 650,000 active; in the data active = normalized activity above about 1.9%;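 also: purified mutant Fbw7 with reduced substrate affinity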
Numbers without * were called inactive.

nr	Structure	TEAD-YAP block	FBW7 activator	MITF inh	GPR151 activ
1	Cc1cc(C)n2nc(C(=O)Nc3ccc(Br)cc3Cl)nc2n1	-19	0.1	4	0.3
2	N=c1oc2c(Cl)cc(Cl)cc2cc1C(=O)Nc1ccccc1	3	0.1	34	-0.2
3	Cc1cccc(N2CCN(c3ncnc4c3c(-c3ccccc3)cn4-c3ccccc3)CC2)c1C	5	-0.1	-1	0.9
4	C=CCOc1ccc(/C(O)=C2\C(=O)C(=O)N(c3nc(C)c(C(=O)OC)s3)C2c2ccc(C)cc2)cc1C (stereo unspecified)	-12	0.0	7	2.1
5	CC(=O)Nc1ccc(N2C(=O)CC(NCCN3CCOCC3)C2=O)cc1 (stereo unspecified)	5	-0.5	2	1.1
6	COc1cccc(OC)c1OCC(O)CN1CCN(c2ccccc2)CC1 (stereo unspecified)	-4	0.0	6	6.3*
7	CCOc1ccc(NC(=O)c2cc(OC)nc3ccccc23)cc1	52*	0.2	6	-0.9
8	CCSCCOC(=O)C1=C(C)NC(=O)CC1c1c(Cl)cccc1Cl (stereo unspecified)	-5	0.2	-12	-0.3
9	N#CC1=C2SCN(Cc3ccco3)CN2C(=O)CC1c1ccc([N+](=O)[O-])cc1 (stereo unspecified)	14	-0.1	7	0.3
10	COc1ccc(N(CC(O)CN2C(=O)NC(C)(C)C2=O)S(=O)(=O)c2ccc(C)cc2)cc1 (stereo unspecified)	-10	0.0	-10	0.8
11	COc1ccc(CC2=NOC(C(=O)N3CCC(C(=O)N4CCOCC4)CC3)C2)cc1 (stereo unspecified)	5	-0.2	7	0.1
12	CCCCS/C(N)=N/N=C/c1ccccc1O	-60	0.1	1	0.2
13	CCc1c(C(=O)NCCc2ccc(Cl)cc2)[nH]c(C)c1C(C)=O	3	0.1	1	-1.1
14	COC(=O)c1cc(S(=O)(=O)NCc2ccc(Cl)cc2Cl)oc1C	2	-0.1	5	1.2
15	Clc1cc(-c2ccccc2Oc2ccccn2)ccn1	-11	-0.1	2	0.9
16	Oc1c(C(c2cccnc2)N2CCOCC2)ccc2cccnc12 (stereo unspecified)	29	-0.3	74*	0.0
17	CCOc1ccc(NC(C)C(=O)N/N=C/c2cccs2)cc1 (stereo unspecified)	9	0.0	19	0.0
18	CN1CCN(CC(O)COc2ccc(F)cc2)CC1 (stereo unspecified)	11	0.1	10	-0.3
19	CC(Sc1n[nH]c(=O)[nH]c1=O)C(=O)O (stereo unspecified)	5	-0.1	0	0.3
20	O=C(Oc1ccccc1)n1c(=O)oc2cc(S(=O)(=O)N3CCCCC3)ccc21	4	0.0	8	1.0
21	CCOc1ccc(N2CC(O)(c3ccc(OC)c(OC)c3)[N+]3=C2CCCC3)cc1 (stereo unspecified)	3	-0.2	3	-0.1
22	O=C1C2CC(Br)C(Br)CC2C(=O)N1c1ccccc1 (stereo unspecified)	-2	0.0	3	-0.3
23	Cc1ccc(NC(=O)COC(=O)CSCc2c[nH]c(=O)[nH]c2=O)cc1	11	-0.1	3	0.4
24	N#Cc1nc(COc2cccc(Cl)c2)oc1NCc1ccncc1	-18	0.0	24	2.7

Arranged by count of non-hydrogen atoms (low to high): 16 of the compounds above.
nr	Structure	TEAD-YAP block	FBW7 activator	MITF inh	GPR151 activ
19	CC(Sc1n[nH]c(=O)[nH]c1=O)C(=O)O (stereo unspecified)	5	-0.1	0	0.3
12	CCCCS/C(N)=N/N=C/c1ccccc1O	-60	0.1	1	0.2
18	CN1CCN(CC(O)COc2ccc(F)cc2)CC1 (stereo unspecified)	11	0.1	10	-0.3
15	Clc1cc(-c2ccccc2Oc2ccccn2)ccn1	-11	-0.1	2	0.9
1	Cc1cc(C)n2nc(C(=O)Nc3ccc(Br)cc3Cl)nc2n1	-19	0.1	4	0.3
14	COC(=O)c1cc(S(=O)(=O)NCc2ccc(Cl)cc2Cl)oc1C	2	-0.1	5	1.2
7	CCOc1ccc(NC(=O)c2cc(OC)nc3ccccc23)cc1	52*	0.2	6	-0.9
23	Cc1ccc(NC(=O)COC(=O)CSCc2c[nH]c(=O)[nH]c2=O)cc1	11	-0.1	3	0.4
5	CC(=O)Nc1ccc(N2C(=O)CC(NCCN3CCOCC3)C2=O)cc1 (stereo unspecified)	5	-0.5	2	1.1
6	COc1cccc(OC)c1OCC(O)CN1CCN(c2ccccc2)CC1 (stereo unspecified)	-4	0.0	6	6.3*
9	N#CC1=C2SCN(Cc3ccco3)CN2C(=O)CC1c1ccc([N+](=O)[O-])cc1 (stereo unspecified)	14	-0.1	7	0.3
21	CCOc1ccc(N2CC(O)(c3ccc(OC)c(OC)c3)[N+]3=C2CCCC3)cc1 (stereo unspecified)	3	-0.2	3	-0.1
11	COc1ccc(CC2=NOC(C(=O)N3CCC(C(=O)N4CCOCC4)CC3)C2)cc1 (stereo unspecified)	5	-0.2	7	0.1
10	COc1ccc(N(CC(O)CN2C(=O)NC(C)(C)C2=O)S(=O)(=O)c2ccc(C)cc2)cc1 (stereo unspecified)	-10	0.0	-10	0.8
3	Cc1cccc(N2CCN(c3ncnc4c3c(-c3ccccc3)cn4-c3ccccc3)CC2)c1C	5	-0.1	-1	0.9
4	C=CCOc1ccc(/C(O)=C2\C(=O)C(=O)N(c3nc(C)c(C(=O)OC)s3)C2c2ccc(C)cc2)cc1C (stereo unspecified)	-12	0.0	7	2.1

Additional entries.
nr	Structure	TEAD-YAP block	FBW7 activator	MITF inh	GPR151 activ
25	Cc1c(C=O)c2cc(OCc3ccccc3)ccc2n1C	-75	0.3	19	-0.2
26	CC(C)(C)c1ncn(-c2ccc(Nc3nccc(-c4cncc(N5CCOCC5)c4)n3)cc2)n1	74*	-0.1	-12	4.0
27	O=C(NN1C(=O)c2cccc3cc([N+](=O)[O-])cc(c23)C1=O)c1ccccc1[N+](=O)[O-]	0	0.9	21	-0.5
28	Cc1ccc(-n2nnc3c(=O)n(CC(=O)N4CCCCC4)cnc32)cc1	-2	-0.4	-1	0.1
29	O=C(Nc1cn2nc(C(F)(F)F)nc2[nH]c1=O)c1ccc(F)cc1	-7	0.2	14	-1.6
30	Cc1occc1-c1nnc(SCC(=O)c2ccc(Cl)cc2)n1C	-14	-0.2	0	-0.6
31	Cc1ccc(C2CC(c3ccc(Br)cc3)=NN2C(=O)CSc2nnc(CNC(=O)Cc3ccccc3)n2C)cc1 (stereo unspecified)	21	0.2	14	-0.7
32	O=C(Nc1cccc(Cl)c1)c1cc2ccccc2cc1O	-33	-0.1	-7	1.0
33	O=C(COC(=O)C(Cc1c[nH]c2ccccc12)NC(=O)c1ccc(Cl)cc1)c1ccc(Cl)cc1 (stereo unspecified)	-8	-0.1	-6	1.2
34	COc1cc(/C=C2\C(=O)NN(c3ccc(Cl)cc3)C2=O)cc(OC)c1OC	0	0.0	4	-0.5
35	O=C1/C(=C/c2ccc(-c3ccc(Cl)c(Cl)c3)o2)C=C(c2ccccc2)N1c1ccc(Cl)c(Cl)c1	5	0.1	5	-0.3
36	Cc1oc2c(c1C(=O)O)C(=O)c1ccccc1C2=O	-6	0.0	0	0.7
37	COc1cc(Cl)c(C)cc1NC(=O)c1cn(C)c(=O)c2ccccc12	4	0.1	18	0.2
38	CC(NC(=O)N(Cc1ccccc1)Cc1ccccc1)(C(F)(F)F)C(F)(F)F	2	0.0	-4	-0.6
39	CC(=O)c1ccc(N2CCN(c3ncnc4c3c(-c3ccccc3)cn4-c3cccc(C)c3)CC2)cc1	-5	-0.2	3	3.8
40	C=C(C)Cn1c(SCC(=O)Nc2cc(C)ccc2C)nc2sc3c(c2c1=O)CCCC3	15	0.3	6	0.4
41	COc1ccc(NC(=O)C(C)N(c2ccc(Cl)cc2)S(C)(=O)=O)cc1Cl (stereo unspecified)	6	-0.1	9	0.0
42	CCCCn1c(SCC(=O)c2ccccc2)nc2sc3c(c2c1=O)CCCC3	1	-0.1	6	-0.5
43	COc1ccc(Nc2nnc(SCc3cn4ccccc4n3)s2)cc1	-13	-0.1	4	1.1
44	Cc1c(CN2Cc3ccccc3OC(c3ccccc3F)C2)cnn1C (stereo unspecified)	5	0.1	8	1.9
45	CCn1cc(C(=O)OCC(=O)c2ccc(Cl)cc2)c(=O)c2ccc(C)nc21	13	0.4	7	0.7
46	O=c1[nH]cc(Nc2ncc([N+](=O)[O-])cc2[N+](=O)[O-])c(=O)[nH]1	-3	-0.1	-9	0.2
47	CC(C)(c1ccc(OC(=O)c2ccc(Br)o2)cc1)c1ccc(OC(=O)c2ccc(Br)o2)cc1	10	0.0	-1	0.0
48	Cc1sc2nc(-c3ccccc3Cl)n(Cc3cccc([N+](=O)[O-])c3)c(=O)c2c1C	1	0.2	0	2.2
49	COc1cc(NC(=O)c2sc3nc(C)nc(N4CCCCC4C)c3c2C)cc(OC)c1OC (stereo unspecified)	13	0.6	10	-1.7
50	CCOc1cc(C2NC(=O)NC(C)=C2C(=O)OCc2ccc(OC)cc2)ccc1O (stereo unspecified)	1	0.0	12	0.6
51	O=C(CCCCCCCC(=O)N/N=C/c1ccccc1O)N/N=C/c1ccccc1O	14	-0.1	-4	0.4
52	CCn1c(COc2ccccc2)nnc1SCC(=O)Nc1ccc(F)cc1	-5	0.1	-18	0.9
53	COC(=O)c1cccnc1-n1c(=O)[nH]c2ncccc2c1=O	-3	0.2	-12	-0.7
54	O=C(Nc1cc([N+](=O)[O-])ccc1O)c1cccnc1	-20	0.1	13	-7.6
55	Cc1ccc(N2CCN(C(=O)Cc3noc4ccccc34)CC2)nn1	6	0.4	12	0.7
56	COc1cc(CNCCc2ccccc2)ccc1OCC(=O)Nc1ccccc1	-3	-0.1	15	-0.8
57	COc1ccc(/C(O)=C2/C(=O)C(=O)N(CCCC(=O)O)C2c2cccnc2)cc1 (stereo unspecified)	0	-0.1	7	-0.8
58	O=C(/C=C/c1ccccc1)NCC(=O)N/N=C/C(Br)=C/c1ccccc1	-3	-0.1	-3	-0.1
59	CC1(C)CC(NCC(=O)N2c3ccccc3Sc3ccc(Cl)cc32)CC(C)(C)N1	-1	-0.1	-3	-1.1
60	CCc1ccccc1NC(=O)C/C(C)=N\NC(=O)c1ccc(O)cc1	-26	-0.1	0	-0.1
61	CCn1c(C)nc2cc(-c3nnc4n3-c3ccccc3SC4)ccc21	6	0.1	14	-1.4
62	N#CC1=C(N)N(c2ccc(Br)cc2F)C2=C(C(=O)CCC2)C1c1cccs1 (stereo unspecified)	-2	-0.1	-9	1.3
63	O=C(CC(NCc1ccco1)C(=O)O)Nc1ccc(Cl)c(Cl)c1 (stereo unspecified)	-1	-0.1	9	0.8
64	CC1CN(c2nc3c(c(=O)[nH]2)CCN(Cc2ccco2)C3)CC(C)O1 (stereo unspecified)	17	0.2	8	-0.7
65	Cc1cc(C)n2nc(C(=O)Nc3ccc(Cl)c(Cl)c3)nc2n1	-17	0.0	6	1.0
66	COc1ccc(CCNC(=O)COC(=O)c2ccc(Cl)cc2N)cc1OC	-2	-0.2	-2	0.0
67	CC1CCCCN1C(=O)c1cccc2c1SCCC2=O (stereo unspecified)	13	0.5	4	-0.2
68	FC(F)(F)c1cccc(CNc2ccnc(-c3ccc(N4CCOCC4)nc3)n2)c1	-4	-0.1	-4	0.6
69	C/C(CC(=O)Nc1ccc(N(C)C)cc1)=N\NC(=O)c1cccc(C)c1O	-21	-0.1	-1	0.3
70	CC1(C)CC(=O)C(c2oc(N)c(C#N)c2-c2cccs2)C(=O)C1	6	0.0	11	-0.5
71	Cc1ccc(-c2nn(-c3cc(Cl)ccc3N)c(=O)c3ccccc23)cc1C	-11	-0.1	-3	-0.5
72	Cc1ccc([N+](=O)[O-])cc1NC(=O)CN1C(=O)c2ccccc2C1=O	17	0.0	-2	0.4

2 compounds from above with just FBW7 activator and TEAD-YAP block:
item	SMILES	FBW7 activator	TEAD-YAP block
71	Cc1ccc(-c2nn(-c3cc(Cl)ccc3N)c(=O)c3ccccc23)cc1C	-0.1	-11
61	CCn1c(C)nc2cc(-c3nnc4n3-c3ccccc3SC4)ccc21	0.1	6

(continued)
nr	Structure	TEAD-YAP block	FBW7 activator	MITF inh	GPR151 activ
73	CCOC(=O)c1c(C)[nH]c(NC(=O)Nc2ccc(Cl)cc2)c1C	-13	0.8	0	-0.9
74	O=C(CC(=O)N/N=C\c1ccc(Cl)c(Cl)c1)NCc1ccccc1	7	0.1	24	0.8
75	CC1Cc2ccccc2N1C(=O)CSc1nnnn1C(C)C (stereo unspecified)	8	-0.1	0	0.8
76	O=C(NC1CC1)c1ccc(-c2nc(NCCc3ccc(O)cc3)c3ncn(C4CCCCC4)c3n2)cc1	-8	-0.2	3	-0.3
77	O=C1C2CCCCC2C(=O)N1CC(=O)N1c2ccccc2Sc2ccc(C(F)(F)F)cc21 (stereo unspecified)	-3	-0.1	11	4.1
